Assay outcomes: PubChem BioAssay, The Scripps Research Institute Molecular Screening Center
PAFAH1B2 inh = blocks human PAF acetylhydrolase 1b catalytic subunit 2 | recombinant PAFAH1B2, FP-rhodamine activity probe, fluorescence polarization | 1.2% of 340,000 active | P68402 | AID 492953 | inhibition, % at 3.39 µM;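 active = inhibition above the mean of all tested compounds plus 3 SD, cut at about 24% in these data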;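 also: 0% = enzyme with DMSO and 100% = wells lacking PAFAH1B2; many of its hits are not listed in these tables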
Target sequence (P68402 whole entry, looked up): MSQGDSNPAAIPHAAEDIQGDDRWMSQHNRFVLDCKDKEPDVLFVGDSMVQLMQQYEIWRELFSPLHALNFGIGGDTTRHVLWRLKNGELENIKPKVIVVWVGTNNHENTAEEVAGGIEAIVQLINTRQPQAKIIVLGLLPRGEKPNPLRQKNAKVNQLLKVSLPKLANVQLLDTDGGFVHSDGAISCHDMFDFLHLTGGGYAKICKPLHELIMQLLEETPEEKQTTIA
GSTO1 counter = blocks human GSTO1 in RBBP9 counter-screen; recombinant GSTO1, activity-based probe fluorescence polarization; inhibition, % at 5.96 µM; 1.1% of 300,000 active; AID 1974;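 active = inhibition above the campaign mean inhibition plus 3 SD, cut at about 35% in these data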;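 also: 0% = GSTO1-1 with DMSO and 100% = wells lacking GSTO1-1 enzyme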
LYPLA1 inh = LYPLA1 (human) inhibition in PME1 counter-screen | O75608 | recombinant LYPLA1, FP-Rh probe fluorescence polarization | inhibition, % at 5.9 µM | 0.16% of 320,000 active | AID 2174;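 active = inhibition above the mean of all tested compounds plus 3 SD, set per campaign, cut at about 14% in these data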;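 also: inhibitors block serine hydrolase probe labeling of LYPLA1 so polarization falls; 0% = enzyme with DMSO and 100% = wells lacking LYPLA1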
PME-1 inh = blocks human protein phosphatase methylesterase 1; recombinant PME-1, FP-Rh probe fluorescence polarization; 0.53% of 320,000 active; inhibition, % at 5.9 µM; AID 2130;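 active = inhibition above the campaign mean of all compounds plus 3 SD, cut at about 26% in these data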;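 also: competitive labeling of PME-1 active site by serine hydrolase directed probe; 0% = PME-1 with DMSO and 100% = wells lacking PME-1 enzyme; inhibitors block probe labeling so polarization falls and inhibition rises; many of its hits are not listed in these tables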
PAFAH1B3 FP inh = blocks human PAF acetylhydrolase 1B catalytic subunit 3. Q15102. recombinant PAFAH1B3, FP-rhodamine probe, fluorescence polarization. 0.28% of 340,000 active. inhibition, % at 3.39 µM. AID 492972;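 active = inhibition above the screen-wide average of all tested compounds plus 3 SD, cut at about 25% in these data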;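 also: 0% = enzyme with DMSO only and 100% = wells lacking PAFAH1B3 protein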
pPAFAH FP inh = inhibitors of human plasma PAF acetylhydrolase (pPAFAH); Q13093; recombinant pPAFAH, FP-rhodamine probe fluorescence polarization; inhibition, % at 3.39 µM; 1.5% of 330,000 active;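 active = inhibition above the mean inhibition across the screen plus 3 SD, cut at about 25% in these data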;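 also: inhibitors block binding of the rhodamine activity-based probe so polarization drops; 0% = enzyme with DMSO and 100% = wells lacking pPAFAH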
PREPL inh = inhibitors of human prolyl oligopeptidase-like enzyme PREPL; recombinant PREPL, fluorescence polarization activity-based probe; inhibition, % at 5.96 µM; 0.68% of 320,000 active; AID 2751; in the data active = inhibition above about 43%;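 also: 0% = enzyme with DMSO and 100% = wells lacking enzyme; many of its hits are not listed in these tables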
PAD4 inh = blocks human protein arginine deiminase 4. AID 485272. inhibition, % at 6.36 µM. Q9UM07. 0.41% of 330,000 active. recombinant PAD4, RCA probe fluorescence polarization;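 active = percent inhibition above a cutoff equal to the mean of all tested compounds plus 3 SD, cut at about 15% in these data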;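 also: 0% = PAD4 with RCA probe and DMSO and 100% = probe without PAD4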
Target sequence (Q9UM07 whole entry, looked up): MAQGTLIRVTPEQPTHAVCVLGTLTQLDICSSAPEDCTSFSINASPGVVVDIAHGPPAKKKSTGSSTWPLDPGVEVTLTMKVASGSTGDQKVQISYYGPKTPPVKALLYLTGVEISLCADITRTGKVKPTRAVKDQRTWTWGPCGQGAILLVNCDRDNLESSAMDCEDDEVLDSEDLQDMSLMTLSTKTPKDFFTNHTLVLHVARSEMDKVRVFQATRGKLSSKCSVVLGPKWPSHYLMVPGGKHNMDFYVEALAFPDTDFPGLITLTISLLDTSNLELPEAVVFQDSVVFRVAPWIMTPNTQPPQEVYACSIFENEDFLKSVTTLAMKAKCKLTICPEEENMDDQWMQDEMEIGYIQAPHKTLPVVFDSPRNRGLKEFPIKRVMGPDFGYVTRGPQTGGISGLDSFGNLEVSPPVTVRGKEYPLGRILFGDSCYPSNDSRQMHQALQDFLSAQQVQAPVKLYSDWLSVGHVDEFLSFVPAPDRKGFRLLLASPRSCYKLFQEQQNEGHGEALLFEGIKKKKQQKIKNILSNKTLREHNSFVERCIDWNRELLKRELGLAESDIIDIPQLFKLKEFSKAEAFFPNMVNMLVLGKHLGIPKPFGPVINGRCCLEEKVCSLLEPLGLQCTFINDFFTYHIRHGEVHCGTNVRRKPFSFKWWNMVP
LYPLA2 inh = counter-screen for PME1 inhibitors: inhibitors of human LYPLA2; O95372; recombinant LYPLA2, FP-Rh probe fluorescence polarization; inhibition, % at 5.9 µM; 0.38% of 320,000 active; AID 2177;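 active = inhibition above the screen-wide mean plus 3 SD, limit set per campaign, cut at about 26% in these data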;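 also: 0% = LYPLA2 with DMSO and 100% = wells lacking LYPLA2 enzyme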
* marks the source's active call; other numbers are inactive results; . = no result given.

SMILES	PAFAH1B2 inh	GSTO1 counter	LYPLA1 inh	PME-1 inh	PAFAH1B3 FP inh	pPAFAH FP inh	PREPL inh	PAD4 inh	LYPLA2 inh
COc1ccccc1CNC(=O)C(=O)NCC1OCCCN1S(=O)(=O)c1cccs1 (centres undefined)	5	-2	-6	10	2	12	-3	-2	-3
CC(=O)c1c(C)n(-c2cccc(Cl)c2)c2ccc(O)cc12	2	-3	-7	4	-1	20	4	2	-3
CC(C)(C)C(=O)Nc1ccnn1C1CCN(C(=O)c2ccc(Cl)cc2F)CC1	3	-2	2	0	-3	4	-2	0	8
COc1ccccc1NC(=O)C(C)NC(c1ccccc1)c1ccccc1 (centres undefined)	5	-4	-1	8	1	0	-1	-2	1
Cc1cccc(NC(=O)CCC2CCN(Cc3nccs3)CC2)c1	0	-3	0	-7	12	-5	5	-3	0
COc1ccc(-c2oc(=O)c3cc(OC)c(OC)cc3c2C#C[C@]2(O)CC[C@H]3[C@@H]4CCc5cc(OC)ccc5[C@H]4CC[C@@]32C)cc1	-7	.	.	.	1	5	-5	1	.
COc1cc(NS(=O)(=O)c2ccc(F)cc2)c(C(=O)O)cc1OC	5	2	1	-3	0	-4	11	-1	2
O=C(NN1C(=O)C2C3C=CC(O3)C2C1=O)c1cccc(Br)c1 (centres undefined)	2	4	-3	-1	12	1	0	0	-4
COCC(C)n1c(SCC(=O)NC(=O)NC2CCCC2)nc2ccccc2c1=O (centres undefined)	-2	.	-1	6	0	4	5	1	-2
Cc1ccc(C(=O)OCC(=O)c2ccccc2)cc1	-4	-3	1	0	-5	8	-1	-2	3
CC(=O)c1ccccc1OCC(O)CN1CCN(c2ccccn2)CC1 (centres undefined)	2	1	0	-7	0	3	11	2	0
O=C(Nc1ccnn1C1CCN(Cc2ccc(CO)o2)CC1)c1ccccc1Cl	2	-23	1	-3	6	2	-2	0	1
Cc1ccc(NCCC#N)cc1C	0	-5	-1	-8	5	4	-1	3	-1
O=C(Nc1ccc(F)cc1)C(c1ccccc1)N1CCN(CC(=O)N2CCCC2)CC1 (centres undefined)	-4	.	-4	-3	0	0	4	1	-3
CSc1nc2ccc(NS(=O)(=O)c3ccc4c(c3)OCCO4)cc2s1	0	9	-4	-5	4	30*	-23	1	5
Cc1cccc(N2CCN(C(=O)Cc3ccc(-n4c(=O)[nH]c5ccsc5c4=O)cc3)CC2)c1C	2	0	0	-12	5	2	-10	-1	67*
CC(C)CCn1c(SCC(=O)Nc2ccccc2C(F)(F)F)nc2nccnc2c1=O	2	17	-2	2	2	2	4	6	-1
O=c1[nH]snc1-c1c(Cl)cccc1Cl	5	3	0	-3	8	-4	-6	2	1
CCc1ccc(-c2nn(Cc3ccccc3)cc2C(=O)NCC2CCCO2)cc1 (centres undefined)	-1	.	-5	-3	5	13	8	0	1
COc1ccc(NC(=O)CSc2nnc(CNc3ccc(C)cc3)n2C)cc1	4	-2	2	0	7	7	11	0	1
COc1ccc(N(CC(=O)Nc2ccc(Cc3ccncc3)cc2)S(=O)(=O)c2ccccc2)cc1	3	-2	-4	-13	-1	5	-21	1	-10
C/C(=N\NC(=O)COc1ccc([N+](=O)[O-])cc1)c1ccco1	2	.	1	3	9	4	9	5	5
CC(C)(C)NS(=O)(=O)c1ccc(C(=O)Nc2ccc3c(c2)OCO3)cc1	1	-4	3	-2	0	3	-1	-4	2
Cc1oc(-c2ccccc2)cc1C(=O)Nc1cccc2ccccc12	3	1	-6	-2	1	-5	15	-1	-1
COc1ccc(OC(=O)COc2cc(C)ccc2C)cc1	0	11	-1	-8	18	2	5	1	-5
O=C(/C=C1\NC2(CCCC2)Cc2ccccc21)C(=O)N/N=C/c1ccc(O)c(O)c1	8	3	-13	32*	15	48*	42	-4	-7
CSC1=N/C(=C\c2c(F)cccc2Cl)C(=O)S1	5	4	-1	0	-1	1	4	0	6
CCOC(=O)CCc1c(C)c2ccc(OC3CCCCC3=O)c(C)c2oc1=O (centres undefined)	0	-1	-4	0	1	2	-5	-1	-2
O=C(Nc1ccc2nc(-c3ccco3)c(-c3ccco3)nc2c1)N1CCN(c2ccccn2)CC1	10	33	-6	3	20	37*	74*	1	-7
Clc1ccc(C2=NOC(c3nnc(-c4ccccc4)o3)C2)cc1 (centres undefined)	1	3	1	3	7	2	-1	1	8
Cc1coc2c(C)c3oc(=O)c(CCC(=O)NCc4ccccn4)c(C)c3cc12	4	-3	4	-1	5	11	10	3	11
COc1ccc(CCNS(=O)(=O)c2c(C)nc3scc(C)n3c2=O)cc1OC	-3	3	-7	2	10	5	14	3	-3
CC(Oc1cc2oc(=O)c3c(c2cc1Cl)CCCC3)C(=O)NCC1CCC(C(=O)O)CC1 (centres undefined)	-1	4	1	-2	1	4	-6	-4	-4
Cc1cc(S(=O)(=O)N2CCOCC2)ccc1OCC(=O)Nc1cccc(C(F)(F)F)c1	2	6	-3	5	3	2	7	-3	0
COc1cc(CCC(=O)OCC(=O)Nc2ccccc2F)cc(OC)c1OC	-2	3	-5	1	10	0	0	4	-7
Cc1ccc(-c2nnn(CC(=O)Nc3cccc4c3CCCC4)n2)o1	-2	-1	1	-2	-2	5	5	-6	1
CC1(C)Cc2c(C#N)c(N3CCCC3)nc(-c3ccco3)c2CO1	5	0	-2	-7	6	11	-18	-14	1
COc1cc(/C=C2/SC(=S)N(CCC(=O)Nc3ccccc3)C2=O)cc(OC)c1OC	4	-9	-4	-4	3	1	10	2	9
CCNC(=O)C(Cc1ccccc1)NC(=O)OCc1ccccc1 (centres undefined)	.	4	0	-6	.	3	0	2	-5
CC(C)c1ccc(N(C)C(=O)Cc2c(C(=O)O)n(C)c3ccccc23)cc1	6	1	1	1	13	5	0	-1	-5
Nc1c(C(=O)c2ccc(Cl)cc2)sc2nc3c(cc12)CCC3	1	1	4	-4	-1	3	15	1	2
O=C(CCc1nc(-c2ccc(Cl)cc2)no1)NCC1CCCO1 (centres undefined)	5	-4	-5	-3	9	2	-1	3	-1
COc1ccc(N2CCN(S(=O)(=O)c3cccc4cccnc34)CC2)cc1	-3	6	-3	15	-1	4	8	3	-4
O=C(CSc1ncnc2c1oc1ccccc12)Nc1nc2ccccc2s1	1	-3	0	-10	4	6	5	-1	-6
CC(C)CN(C(=O)Cn1c(=O)cnc2ccccc21)C1CCS(=O)(=O)C1 (centres undefined)	4	11	2	1	8	-1	-1	-3	3
Cc1ccccc1C(=O)NCCNC(=O)c1ccco1	-5	2	2	9	3	3	8	-2	3
S=c1nc(-c2ccccc2)n(CCCn2ccnc2)c2c1CCCC2	0	7	8	4	-6	1	2	1	8
COc1cc(NC(=O)CCCSc2nc(-c3ccco3)cc(C(F)(F)F)n2)cc(OC)c1OC	-1	8	2	-6	0	11	5	1	6
C=C1C(=O)O[C@@H]2[C@H]1[C@@H](OC(=O)/C(C)=C/C)C/C(C)=C\C(=O)/C=C(\C)[C@@H]2O	5	4	-3	1	3	-1	-9	-6	0
N=C1C(c2ccccc2)=C(O)CN1c1ccccc1N1CCOCC1	7	1	-1	3	16	0	11	11	-3
CCn1c(COc2ccc3c(c2)OCO3)nnc1SCC(=O)O	-3	14	0	-5	-4	2	-8	-1	8
C[C@@H]1CN(C2CCN(Cc3nc(CC4CC4)no3)CC2)C[C@H](C)O1	1	2	-2	-6	7	1	-2	1	-3
Cc1ccc(S(=O)(=O)NC2CC(C)(C)N(O)C(C)(C)C2)cc1	4	.	0	5	-1	2	2	3	3
COc1cc(-c2nnn(CC(=O)NC3CCS(=O)(=O)C3)n2)ccc1OCc1ccccc1 (centres undefined)	4	4	-3	-5	-1	-4	18	2	0
CN(C1CCCCC1)S(=O)(=O)c1ccc(Cl)c(C(=O)O)c1	19	5	-2	-9	13	6	-4	-3	0
CCNS(=O)(=O)c1ccc(CCC(=O)NCc2ccncc2)cc1	3	6	-2	6	4	2	7	-1	0
COC(=O)Nc1ccc(S(=O)(=O)N2CCCC(C(=O)NC3CCCCC3)C2)cc1 (centres undefined)	2	-11	-1	-4	6	5	-2	-5	-1
CC1CCN(S(=O)(=O)c2ccc([N+](=O)[O-])cc2)CC1	21	-1	3	-1	1	3	-10	-1	3
Cc1ccc2c(CC(=O)NC3CCCc4ccccc43)coc2c1 (centres undefined)	4	0	1	12	-7	11	-21	5	3
CCN(CC(=O)NCc1ccc(Cl)cc1)C(=O)/C=C/c1ccc(Cl)c([N+](=O)[O-])c1	14	3	1	-4	8	8	-24	0	0
The listing continues:
SMILES	PAFAH1B2 inh	GSTO1 counter	LYPLA1 inh	PME-1 inh	PAFAH1B3 FP inh	pPAFAH FP inh	PREPL inh	PAD4 inh	LYPLA2 inh
COC(=O)c1sccc1NC(=O)c1cccs1	.	-4	-1	3	.	1	2	0	-5
O=C(NCc1ccccn1)c1cc(-c2ccc(Cl)cc2)oc1C(F)(F)F	.	-9	-1	-8	.	-3	-35	-8	2
COc1cccc(N(C(=O)c2cccs2)c2nc3ccccc3s2)c1	0	7	-3	-13	-4	4	11	-1	1
COc1ccc(N2CCN(C(C)C(=O)N3CC(C)OC(C)C3)CC2)cc1 (centres undefined)	-1	4	-1	-8	1	2	3	3	-9
Cc1sc2cc(-c3cccc([N+](=O)[O-])c3)c(-c3cccc([N+](=O)[O-])c3)c[n+]2c1C	1	0	-2	-4	2	4	27	3	2
CC1CCCCC1NC(=O)CN1C(=O)CSc2cc(S(=O)(=O)N3CCCCCC3)ccc21 (centres undefined)	4	4	2	12	-3	4	1	1	7
CC(C)c1nc2cc(C(=O)N(C)C3CCOCC3)ccc2o1	3	7	-1	3	6	-1	6	1	2
COC(=O)c1cc(Cl)c(N)cc1OC	6	-1	0	-1	-1	2	1	4	0
O=C(CCc1nc(-c2ccccc2Cl)no1)NCCc1ccccc1	6	6	-1	2	13	7	-25	2	-1
COc1ccc(-n2c(SC(C)C(=O)Nc3ccc(NC(C)=O)cc3)nc3ccccc3c2=O)cc1OC (centres undefined)	4	-6	1	-5	7	4	7	6	-3
CC1CCN(C(=O)CN2C(=O)NC3(CCCCCC3)C2=O)CC1	1	.	-1	-4	13	-8	0	2	0
COCC(CN1CCN(C2=NS(=O)(=O)c3ccccc32)CC1)OC(=O)c1ccccc1 (centres undefined)	5	0	-1	-2	7	6	2	-4	2
O=C(c1cc(-c2ccccc2)nn1-c1ccccc1)N1CCN(S(=O)(=O)c2c(F)cccc2F)CC1	1	4	0	-3	1	2	0	0	-9
C=C1CCC(OC(C)=O)C2(C)CCC3C(C)C(=O)OC3C12O (centres undefined)	3	8	2	1	4	5	6	-1	7
O=C(NNS(=O)(=O)c1ccccc1)C1CCCCC1	3	3	-4	-3	1	4	-5	-1	-4
CSc1nc2[nH]c3c(c2c2nnnn12)CCCC3	0	1	6	12	1	8	-2	-2	7
CCOC(=O)c1ccccc1NC(=O)c1cccc2c1C(=O)N(C1CCN(C(=O)OCC)CC1)C2	4	5	1	3	10	2	4	-10	-2
Cc1ccc(S(=O)(=O)N(C)C)cc1NC(=S)NC(C)CCCC(C)C (centres undefined)	17	8	0	6	-6	6	13	1	-3

An excerpt; rates above refer to the full screens.
